Assay outcomes from PubChem.
KCNK3 block: human KCNK3 channel inhibitors, primary screen, CHO cells, FluxOR thallium flux, B-score; B-score at 10 µM; 0.84% of 340,000 active; Potassium channel subfamily K member 3 (Homo sapiens), O14649; FluxOR fluorescence; active compounds read low; AID 602410, 2012;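 active means B-score under library mean minus 4 SD, starting fluorescence ratio at most library mean plus 5 SD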;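 further: more negative B-score means stronger inhibition of thallium flux through KCNK3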
Target sequence (O14649 whole entry, looked up): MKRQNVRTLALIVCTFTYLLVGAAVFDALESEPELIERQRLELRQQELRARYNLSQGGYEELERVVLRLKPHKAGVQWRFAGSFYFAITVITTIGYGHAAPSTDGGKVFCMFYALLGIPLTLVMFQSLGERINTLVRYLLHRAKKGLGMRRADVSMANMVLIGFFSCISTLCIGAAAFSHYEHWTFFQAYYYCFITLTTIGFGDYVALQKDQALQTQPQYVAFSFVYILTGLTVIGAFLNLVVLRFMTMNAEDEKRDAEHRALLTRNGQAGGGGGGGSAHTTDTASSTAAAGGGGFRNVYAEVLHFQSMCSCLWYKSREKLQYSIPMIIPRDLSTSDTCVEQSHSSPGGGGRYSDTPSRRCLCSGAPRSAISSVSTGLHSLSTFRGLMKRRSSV
HDAC3 inh: HDAC3 deacetylase inhibitors, primary screen, biochemical, fluorescence, cell-free homogeneous | inhibition, % at 8.3 µM | 0.15% of 320,000 active | recombinant HDAC3, fluorogenic peptide/trypsin coupled | Histone deacetylase 3 (Homo sapiens), O15379; in the data active means inhibition above about 26%, passing the limit was not always enough; inconclusive means no clear call, values can overlap the other calls
Target sequence (O15379 whole entry, looked up): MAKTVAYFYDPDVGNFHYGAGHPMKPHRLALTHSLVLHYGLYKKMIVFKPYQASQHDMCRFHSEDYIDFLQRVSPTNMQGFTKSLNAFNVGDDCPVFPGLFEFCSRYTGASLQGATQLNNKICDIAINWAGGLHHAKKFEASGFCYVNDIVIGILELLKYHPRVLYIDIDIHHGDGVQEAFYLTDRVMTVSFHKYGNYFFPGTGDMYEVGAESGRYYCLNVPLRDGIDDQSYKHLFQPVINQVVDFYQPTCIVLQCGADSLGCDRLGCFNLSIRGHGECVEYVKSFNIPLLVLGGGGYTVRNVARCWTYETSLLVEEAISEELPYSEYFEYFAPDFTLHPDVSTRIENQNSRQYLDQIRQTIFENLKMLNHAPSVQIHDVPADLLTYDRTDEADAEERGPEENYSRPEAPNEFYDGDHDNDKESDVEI
ANO1 activ: TMEM16A chloride channel activators or potentiators, primary screen, cell-based, HTS | 0.3% of 340,000 active | AID 623877, 2012 | B-score at 10 µM | Anoctamin-1 (Mus musculus), Q8BHY3 | HEK293 TMEM16A/YFP-H148Q/I152L, iodide quench fluorescence; active compounds read low;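 active means fluorescence-ratio B-score plate-corrected deviation score at least 3 library SD below zero, with starting fluorescence score within 5 deviations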;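 further: channel opened by trigger with iodide after compound preincubation; score built on the fluorescence ratio of max minus min over baseline; more negative score means more quench and so TMEM16A activation or potentiation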
Active calls of the source: *; i = inactive; u = inconclusive. A portion of the library. The share of hits here may be higher or lower than overall.

SMILES | KCNK3 block | HDAC3 inh | ANO1 activ
COc1cc(/C=C/C(=O)Nc2ccc(OC)c(S(=O)(=O)N3CCOCC3)c2)ccc1OC(F)F | i | -5 | i
CCCc1ccc(S(=O)(=O)N2CCN(C(C)C(=O)NCc3ccc(OC)cc3)CC2)cc1 (stereo not drawn) | i | 9 | i
C=C(Br)CN1[C@@H](Cc2ccccc2)[C@H](O)[C@@]23C=C[C@@H](C[C@@H]2S1(=O)=O)O3 | i | 1 | i
O=C(NC1CCCCCC1)c1cccc(S(=O)(=O)N2CCOCC2)c1 | i | -6 | i
COc1ccccc1CNC(=O)COC(=O)c1ccc(S(=O)(=O)N2CCCCC2)cc1 | i | -1 | i
CCOC(=O)c1cccc(NC(=O)c2ccc(-n3cnnn3)cc2)c1 | i | 7 | i
Cc1ccc(-c2noc(Cn3cc(S(=O)(=O)N4CCCC4)ccc3=O)n2)cc1 | i | 2 | i
CCOc1ccc(OCC(=O)OCc2cc(=O)n3cc(Br)ccc3n2)cc1 | i | 3 | -10*
O=C(COC(=O)CCN1C(=O)C2CC=CCC2C1=O)Nc1ccc([N+](=O)[O-])cc1 (stereo not drawn) | i | 11 | i
Cc1ccccc1C(=O)N1CCC(C(=O)N(CC(C)C)c2c(N)n(CC(C)C)c(=O)[nH]c2=O)CC1 | i | 0 | i
COc1cccc2sc3cc(C#Cc4ccccn4)ccc3c(=O)c12 | i | -8 | i
COc1cc(OC)cc(-c2c(-c3cccs3)c3cc(-c4ccc(OC)nc4)ccc3n2C)c1 | i | -4 | i
COc1ccc(OC)c(/C=C/C(=O)OCC(=O)NCc2ccccc2)c1 | i | -4 | i
COc1cccc(C#Cc2c(CO)[nH]c3ccccc23)c1 | i | 1 | i
C/C(=N\O)c1ccco1 | i | 1 | i
O=C(NCC1CCCCC1)c1ccc(F)c(S(=O)(=O)N2CCOCC2)c1 | i | -3 | i
COc1ccccc1NC(=O)c1ccc(NC(=O)c2ccc(=O)[nH]c2)cc1 | i | 3 | i
CC(C)CC[C@@H](O)[C@](C)(O)C1CC[C@@]2(O)C3=CC(=O)[C@@H]4C[C@@H](O)[C@@H](O)C[C@]4(C)C3CC[C@]12C (stereo partly drawn) | i | -5 | i
CCC1(c2ccccc2)NC(=O)N(CC(=O)N2CCc3ccccc32)C1=O (stereo not drawn) | i | -2 | i
CCOc1ccc(NC(=O)CN2C(=O)NC(CCc3ccccc3)C2=O)cc1OCC (stereo not drawn) | i | 1 | i
CCOC(=O)c1ccc(S(=O)(=O)N2CCC(C(=O)NCC3CCCCC3)CC2)cc1 | i | -13 | i
Cc1ccc(C2=N/C(=C\c3ccc(F)cc3)C(=O)N2)cc1 | i | -1 | i
Nc1cc(Cl)ccc1C(=O)OCC(=O)NCc1cccs1 | i | -9 | i
CC(NCC(=O)Nc1ccccc1C(=O)NC1CC1)c1ccccc1Cl (stereo not drawn) | i | -7 | i
O=C(COC(=O)/C=C/c1cccc(F)c1)NC1CCCCCC1 | i | 1 | i
O=C(NCc1cccc(OC(F)(F)F)c1)c1cccc2c1C(=O)c1ccc(-c3ccc(F)cc3OCc3ccccc3)cc1S2(=O)=O | i | -3 | i
Cc1ccc(CONS(=O)(=O)c2cc(C)ccc2C)cc1 | i | 4 | i
COc1ccc(S(=O)(=O)N2CCN(C(=O)c3cc(C4CC4)nn3-c3ccccc3)CC2)cc1OC | i | 0 | i
O=C(c1ccco1)N1CCN(C(=O)c2cc(=O)[nH]c3ccccc23)CC1 | i | -3 | i
Cc1ccc(Cl)cc1N1CCN(C(=O)CNC(=O)c2ccc(Br)o2)CC1 | i | 5 | i

Filtered by structure: the compounds so far containing a halogen
SMILES | KCNK3 block | HDAC3 inh | ANO1 activ
COc1cc(/C=C/C(=O)Nc2ccc(OC)c(S(=O)(=O)N3CCOCC3)c2)ccc1OC(F)F | i | -5 | i
C=C(Br)CN1[C@@H](Cc2ccccc2)[C@H](O)[C@@]23C=C[C@@H](C[C@@H]2S1(=O)=O)O3 | i | 1 | i
CCOc1ccc(OCC(=O)OCc2cc(=O)n3cc(Br)ccc3n2)cc1 | i | 3 | -10*
O=C(NCC1CCCCC1)c1ccc(F)c(S(=O)(=O)N2CCOCC2)c1 | i | -3 | i
Cc1ccc(C2=N/C(=C\c3ccc(F)cc3)C(=O)N2)cc1 | i | -1 | i
Nc1cc(Cl)ccc1C(=O)OCC(=O)NCc1cccs1 | i | -9 | i
CC(NCC(=O)Nc1ccccc1C(=O)NC1CC1)c1ccccc1Cl (stereo not drawn) | i | -7 | i
O=C(COC(=O)/C=C/c1cccc(F)c1)NC1CCCCCC1 | i | 1 | i
O=C(NCc1cccc(OC(F)(F)F)c1)c1cccc2c1C(=O)c1ccc(-c3ccc(F)cc3OCc3ccccc3)cc1S2(=O)=O | i | -3 | i
Cc1ccc(Cl)cc1N1CCN(C(=O)CNC(=O)c2ccc(Br)o2)CC1 | i | 5 | i

Carrying on:
SMILES | KCNK3 block | HDAC3 inh | ANO1 activ
O=C(NCCc1ccc(F)cc1)c1cccc2c1C(=O)c1ccc(N3CCC(Cc4ccccc4)CC3)cc1S2(=O)=O | i | -7 | i
COc1ccc(-c2c(-c3cc(OC)cc(OC)c3)n(C)c3ccc(-c4ccc5[nH]ccc5c4)cc23)cc1 | i | -7 | i
CC(C)[C@H](NC(=O)c1ccccc1F)C(=O)NC1CCCCCCC1 | i | 2 | i
CCOc1ccc(NC(=O)CN(C)C(=O)CN2C(=O)C3CCCCC3C2=O)cc1OCC (stereo not drawn) | i | 5 | i
COc1ccccc1NS(=O)(=O)c1ccc(C(=O)N2CCN(c3ccccn3)CC2)cc1 | i | -3 | i
COc1ccccc1N1CC(C(=O)Nc2ccc(C)c(S(=O)(=O)N3CCOCC3)c2)CC1=O (stereo not drawn) | i | 2 | i
Cc1nc(SCc2nc3ccc(C(=O)c4ccccc4)cc3[nH]2)c2oc3ccccc3c2n1 | i | 12 | i
Cc1cc(C(=O)NNC(=O)c2cccs2)c(C)o1 | i | 6 | i
Nc1nc(N)nc(-c2cc(O)ccc2O)n1 | i | u | i
COc1cc(CCC(=O)OCC(=O)N2CC(=O)Nc3ccccc32)cc(OC)c1OC | i | 9 | i
CCOc1cc(C(=O)NCc2ccc(F)cc2)ccc1OCC(=O)N1CCCCC1 | i | 1 | i
O=C(NCc1ccccc1C(F)(F)F)c1cccc2c1C(=O)c1ccc(N3CCCCC3)cc1S2(=O)=O | i | 0 | i
CCOc1ccc(Oc2ccc(C(F)(F)F)cc2NC(=O)C2=COCCO2)cc1 | i | 2 | i
O=C(Nc1ccc(S(=O)(=O)NC2=NCCCCC2)cc1)c1cccc(S(=O)(=O)N2CCOCC2)c1 | i | 2 | i
COc1ccc2c(c1)CCCC21NC(=O)N(CC(=O)N2CC(C)OC(C)C2)C1=O (stereo not drawn) | i | 0 | i
CN1C(=O)N(CC(=O)NCc2ccc(Cl)cc2Cl)C(=O)C12CCCCC2 | i | -7 | i
CCOc1ncccc1C(=O)OCC(=O)Nc1ccc(Cl)cn1 | i | 0 | i
Cc1cc(C)c(C(=O)COC(=O)CN2C(=O)NC3(CCCC3)C2=O)cc1C | i | 10 | i
Cc1ccc(NC(=O)COC(=O)C2CCN(c3ccc(C(F)(F)F)cn3)CC2)cc1 | i | 0 | i
COc1ccc([C@H]2CC(=O)C=C(c3cccc4c3sc3ccccc34)C2)cc1OC | i | -1 | i
CCCCN1CC(=O)N2[C@H]3c4ccccc4OC[C@@H]3[C@H](C(=O)OCC)[C@]2(C)C1=O | i | -4 | i
Cc1noc(C)c1NC(=O)N(C)C[C@H]1Oc2c(NC(=O)C3CC3)cccc2C(=O)N([C@H](C)CO)C[C@@H]1C | i | 1 | i
CCCc1cc(=O)[nH]c(SCC(=O)N2c3ccccc3CC2C)n1 (stereo not drawn) | i | -1 | i
COc1ccc(CNC(=O)COC(=O)c2cccn2C)cc1 | i | 8 | i
CN(Cc1nc2ccccc2c(=O)[nH]1)C(=O)c1cccc(S(=O)(=O)N2CCCC2)c1 | i | 4 | i
COc1ccc(C2(c3ccc(OC)cc3)NC(=O)N(CC(=O)NC3CCS(=O)(=O)C3)C2=O)cc1 (stereo not drawn) | i | 0 | i
O=C(COc1cccc(Br)c1)Nc1ccc(N2CCOCC2)cc1N1CCOCC1 | i | 12 | i
CCCCNC(=O)[C@]1(C)CCC[C@@]2(C)C3CC[C@@]4(C)C[C@]3(CCC21)CC4=O (stereo partly drawn) | i | -6 | i
CCC1(c2ccccc2)NC(=O)N(CC(=O)Nc2cccnc2Cl)C1=O (stereo not drawn) | i | 9 | i
CCN(CC(=O)Nc1ccccc1C(F)(F)F)C(=O)Cc1ccc2c(c1)CCC2 | i | -3 | i
COc1ccc(S(=O)(=O)N2CCN(C)CC2c2ccccc2)cc1 (stereo not drawn) | i | 0 | i
Cc1c(C(=O)NCc2ccco2)oc2c(Cl)cccc12 | i | -3 | i
CCOC(=O)C1=CCC2c3c(c4ccccc4n3C)C(=O)C1N2C(=O)OC(C)(C)C (stereo not drawn) | i | 10 | i
O=C(COC(=O)CNC(=O)c1ccccc1)Nc1ccc(Cl)cn1 | i | -2 | i
Cc1sc2ncnc(N3CCC(C(=O)Nc4ccc(F)cc4Cl)CC3)c2c1C | i | 10 | i
CC(=O)N1CCN(S(=O)(=O)c2cccc(C(=O)OCc3cccc(F)c3)c2)CC1 | i | 0 | i
CN(CC(=O)Nc1ccc(Cl)c(C(F)(F)F)c1)C(=O)COC(=O)C1CC2CCCC(C1)C2=O (stereo not drawn) | i | 4 | i
CN(C(=O)COC(=O)c1ccccc1OCc1ccc(F)cc1)C1CCS(=O)(=O)C1 (stereo not drawn) | i | 3 | i
C[C@H](CO)N1C[C@H](C)[C@@H](CN(C)C(=O)NC2CCCCC2)Oc2ccc(NC(=O)c3ccncc3)cc2C1=O | i | -8 | i
Cn1nc(C(=O)OCC(=O)Nc2cc(Cl)ccc2C#N)c2ccccc2c1=O | i | -9 | i
Cc1cnc(C(=O)OCC(=O)Nc2cc(S(=O)(=O)N3CCOCC3)ccc2Cl)cn1 | i | 3 | i
CCCNC(=O)CN1CCN(S(=O)(=O)c2ccc(Br)s2)CC1 | i | 4 | i
O=S(=O)(NCCCCCCNS(=O)(=O)c1c(F)cccc1F)c1ccc2c(c1)OCCO2 | i | -4 | i
O=S(=O)(Nc1cc(S(=O)(=O)N2CCOCC2)ccc1NCC1CCCO1)c1ccccc1 (stereo not drawn) | i | 2 | i
O=C(COC(=O)C1CCCCC1)Nc1cccc(Br)c1 | i | 1 | i
O=C1N[C@H](Cc2ccccc2)COC(=O)[C@H](Cc2ccc(F)cc2)C/C=C\C[C@H]1CC(=O)N(CCO)Cc1ccccc1 | i | 16 | i
CC1Cc2ccccc2N1C(=O)Cn1cc([N+](=O)[O-])ccc1=O (stereo not drawn) | i | -4 | i
Cc1csc(SC(C)C(=O)Nc2ccccc2C)n1 (stereo not drawn) | i | -13 | i
CCc1sc(C(=O)NNC(=O)CNC(=O)c2ccccc2F)cc1C | i | 0 | i
CCC(CC)NC(=O)c1cc(S(=O)(=O)N2CCCCC2)ccc1N1CCOCC1 | i | -5 | i
The list goes on:
SMILES | KCNK3 block | HDAC3 inh | ANO1 activ
COc1ccc(C(=O)Oc2ccc(/C=N/NC(=O)c3cccnc3)cc2OC)cc1 | i | -1 | i
CCN(C[C@H]1N[C@@](Cc2ccccc2)(C(=O)OC)[C@H]2C(=O)N(C)C(=O)[C@@H]12)C(=O)Nc1ccc(F)cc1 | i | -2 | i
CN(CC(=O)Nc1ccc(Cl)cc1)C(=O)COc1ncnc2ccccc12 | i | 13 | i
Cc1ccc(/C=C/C(=O)OCC(=O)NC(C)c2ccccc2)o1 (stereo not drawn) | i | 1 | i
Cc1ccccc1NC(=O)C1CCCN1S(=O)(=O)c1ccccc1C(F)(F)F (stereo not drawn) | i | 6 | i
Cc1cc(C(=O)COC(=O)/C=C/c2ccco2)c(C)n1C | i | 6 | i
COc1ccc(N(CC(=O)NC2CCCCC2)S(=O)(=O)c2cccs2)cc1 | i | 3 | i
Cc1noc(C)c1S(=O)(=O)Nc1ccc2c(c1)CC(=O)N([C@H](C)CO)C[C@H](C)[C@H](CN(C)S(=O)(=O)c1ccc(F)cc1)O2 | i | -2 | i
NS(=O)(=O)c1cc(C(=O)NNC(=O)c2ccc3c(c2)OCO3)ccc1Cl | i | 2 | i
NC(=O)C1CCN(c2ccc(S(=O)(=O)N3CCCCC3)cc2[N+](=O)[O-])CC1 | i | 5 | i
O=C(CCNC(=O)c1ccccc1)NNC(=O)c1ccccc1Br | i | 8 | i
NC(=O)C1CC(=O)N(c2ccc(OCC(=O)Nc3ccccc3F)cc2)C1 (stereo not drawn) | i | -10 | i
CCCCN(C(=O)CSc1nc2ccccc2s1)c1c(N)n(CCCC)c(=O)[nH]c1=O | i | -2 | i
COc1ccc(NC(=O)CC2C(=O)Nc3ccccc3N2CC(=O)N2CCCC2)cc1 (stereo not drawn) | i | 1 | i
O=C(Cn1cc([N+](=O)[O-])ccc1=O)Nc1ccc2c(c1)OCO2 | i | -1 | i
COCCn1c(SCC(=O)NC2CC2)nnc1-c1ccc(Cl)cc1 | i | -1 | i
CCN(C(=O)COC(=O)c1cnccn1)c1cccc2ccccc12 | i | 1 | i
CC(=O)c1ccc(NC(=O)C(C)OC(=O)c2ccc(Br)o2)cc1 (stereo not drawn) | i | 2 | i
COc1cc(C#Cc2c(-c3cncn3C)n(C)c3ccc(-c4ccc5[nH]ccc5c4)cc23)cc(OC)c1 | i | 0 | i
